From PubChem
AHR act: activators of human aryl hydrocarbon receptor; activation, % at 5 µM; 320,000 compounds, 2.5% hits; P35869; AHR-responsive luciferase reporter cells, luminescence; in the data active = activation above about 47%;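 note: 0% = vehicle wells and 100% = reference agonist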
Target sequence (P35869 whole entry, looked up): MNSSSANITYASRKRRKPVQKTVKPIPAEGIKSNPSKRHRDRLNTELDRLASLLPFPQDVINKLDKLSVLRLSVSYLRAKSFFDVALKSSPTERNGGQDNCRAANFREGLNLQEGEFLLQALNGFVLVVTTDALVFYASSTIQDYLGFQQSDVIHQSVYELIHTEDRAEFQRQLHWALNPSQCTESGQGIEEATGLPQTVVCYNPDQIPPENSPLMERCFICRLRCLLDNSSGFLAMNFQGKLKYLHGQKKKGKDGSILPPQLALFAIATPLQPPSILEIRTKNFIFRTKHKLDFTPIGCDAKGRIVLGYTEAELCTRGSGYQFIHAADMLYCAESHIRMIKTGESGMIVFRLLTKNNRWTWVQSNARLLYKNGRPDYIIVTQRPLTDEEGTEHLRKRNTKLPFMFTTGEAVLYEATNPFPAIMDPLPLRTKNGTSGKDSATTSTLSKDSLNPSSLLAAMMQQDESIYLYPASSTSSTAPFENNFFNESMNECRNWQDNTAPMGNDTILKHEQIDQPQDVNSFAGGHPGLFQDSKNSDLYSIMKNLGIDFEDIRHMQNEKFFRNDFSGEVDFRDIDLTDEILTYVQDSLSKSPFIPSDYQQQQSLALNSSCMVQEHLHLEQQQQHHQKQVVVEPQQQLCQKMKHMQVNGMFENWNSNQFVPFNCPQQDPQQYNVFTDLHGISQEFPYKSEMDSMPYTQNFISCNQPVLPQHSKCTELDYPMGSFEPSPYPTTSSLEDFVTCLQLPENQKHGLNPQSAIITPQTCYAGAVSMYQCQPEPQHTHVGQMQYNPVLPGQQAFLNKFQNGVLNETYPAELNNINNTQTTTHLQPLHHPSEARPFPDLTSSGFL
core dimer inh: blocks dimerization of HCV core protein; inhibition, % at 5 µM; 300,000 compounds, 0.33% hits; TR-FRET GST/Flag-core106 dimerization, 1536-well; AID 1899;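 active = inhibition above the mean of all tested compounds plus 3 SD, set per screening campaign, cut at about 45% in these data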
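assay system = GST-tagged and Flag-tagged HCV core protein residues 1-106 | controls = unlabelled core106 and no-GST-core106 wells | incubation = compound-protein-antibody incubation 4 h at 22.5 °C | probe or stimulus = Eu donor and XL665 acceptor anti-tag antibodies | read-out = % inhibition based on acceptor/donor emission ratio | signal = TR-FRET 671 and 617 nm emission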
PP5 primary: PP5 (human) phosphatase inhibition | 320,000 compounds, 0.18% hits | inhibition, % at 6.7 µM | purified PP5c, OMFP substrate fluorescence | AID 1987 | P53041;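 active = inhibition above the campaign's mean inhibition across all tested compounds plus 3 SD, cut at about 9.5% in these data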;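 note: 0% = DMSO only and 100% = 100 µM cantharidin control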
TPT1 inhibitor: inhibitors of Candida albicans tRNA 2'-phosphotransferase TPT1. inhibition, % at 5 µM. 300,000 compounds, 0.81% hits. AID 1962. recombinant caTPT1, FP RNA substrate dephosphorylation;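 active = inhibition above the mean of all tested compounds plus 3 SD, set per screening campaign, cut at about 24% in these data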;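 note: plate controls were DMSO alone for no effect and ferristatin control at 100 nM for full effect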
Fh CTSL1 inh: cathepsin L1 inhibition, PFM18AAP counter-screen | recombinant F. hepatica cathepsin L1, Z-Leu-Arg-MCA fluorescence | inhibition, % at 5.96 µM | 300,000 compounds, 0.49% hits;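 active = inhibition above the mean of all tested compounds plus 3 SD, set per screening campaign, cut at about 17% in these data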;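 note: 0% = plate median of test compound wells and 100% = 1 µM Z-Phe-Ala-diazomethylketone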
PP1 inh: counter-screen for PP5 inhibitors: inhibitors of human PP1-alpha; P62136; purified PP1alpha, OMFP fluorescence; inhibition, % at 6.7 µM; 320,000 compounds, 0.9% hits;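 active = inhibition above the mean inhibition of all tested compounds plus 3 SD, computed separately for each screening campaign, cut at about 15% in these data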
procasp3 activ: activators of human procaspase-3 | 330,000 compounds, 0.11% hits | recombinant procaspase-3 D3A, Ac-DEVD-pNA absorbance 405 nm | activation, % at 8.5 µM;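 active = activation above the mean of all tested compounds plus 3 SD, cut at about 21% in these data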;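 note: 0% = DMSO alone and 100% = DMSO wells spiked with extra 5 µM PC-3 D3A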
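System: Procaspase-3 D3A mutant. Medium: Zinc-free 300 mM NaCl, 50 mM HEPES, 0.01% Triton X-100. Schedule: 1 h preincubation plus 2 h reaction at 25 °C. Measured by: 405 nm absorbance of p-nitroaniline, reads at 0 and 120 min. Read-out: percent activation relative to control range.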
procasp7 counter: activates human procaspase-7, counter-screen for procaspase-3 activators. P55210. recombinant procaspase-7, Ac-DEVD-pNA absorbance 405 nm; D23A/D198A/D206A triple mutant, cannot self-cleave; scale: DMSO 0, 5 µM enzyme 100. activation, % at 8.5 µM. 330,000 compounds, 0.093% hits;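 active = percent activation above the screen-wide mean plus 3 SD, cut at about 25% in these data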
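Assay system – Uncleavable procaspase-7 mutant enzyme · Quantity – 2 µM procaspase-7 mutant as dispensed · Times – 1 h preincubation, 2 h reaction · Dosing – single nominal 8.5 µM compound dose, 0.8% DMSO final · Buffer or medium – Zinc-free 50 mM HEPES buffer, pH 7.4, with NaCl and Triton X-100 · Detection – Epi-absorbance of released pNA at 405 nm, two timepoints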
PAFAH2 FP inh: inhibitors of human PAFAH2; Q99487; recombinant PAFAH2, FP-rhodamine activity probe, fluorescence polarization; inhibition, % at 3.39 µM; 340,000 compounds, 0.99% hits; AID 492956;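 active = inhibition above the mean over all tested compounds plus 3 SD, cut at about 30% in these data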;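 note: inhibitors block probe labeling of enzyme so polarization drops; 0% = enzyme with DMSO and 100% = wells lacking PAFAH2 protein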
An asterisk follows results filed as active; x = not tested or not shown; & = joins results of further samples.

SMILES	AHR act	core dimer inh	PP5 primary	TPT1 inhibitor	Fh CTSL1 inh	PP1 inh	procasp3 activ	procasp7 counter	PAFAH2 FP inh
CCOc1ccc(S(=O)(=O)N2CN3CCN(C3)C2)cc1	2	6	4.5	-3	-2	1	7	-4	-1
Cc1ccc(SCCC(=O)NCCSCc2ccccc2C)cc1	-2	3	3.4	-5	7	3	-8	9	-1
CSCCC(N=C(NS(=O)(=O)c1ccc(C)cc1)c1ccccc1)C(=O)O (stereo not given)	0	0	-1.0	1	-3	-4	-7	-14	-2
CC1(C)CC(=O)C(C(C2=C(O)CC(C)(C)CC2=O)c2ccco2)C(=O)C1 (stereo not given)	0	-3	2.7	5	2	1	4	-2	14
COc1ccc(-c2coc3cc4oc(=O)cc(C)c4cc23)cc1F	7	2	3.1	0	2	-1	-7	2	1
COc1cc(Br)c(CN2C(=O)NC3(CCCCCC3)C2=O)cc1OC	3	-14	3.4	2	-1	-3	-4	1	-2
CC(=O)Nc1cccc(NC(=O)C2CCCN2C(=O)Nc2ccc(Cl)cc2)c1 (stereo not given)	-1	4	-1.1	2	-2	-2	3	20	1
COCCN(C(=O)CSc1nnc(-c2ccco2)n1C)c1c(N)n(CC(C)C)c(=O)[nH]c1=O	1	x	1.2	x	x	4	-2	-13	3
Clc1nn2cnnc2c2ccccc12	-2	1	1.9	2	-6	-4	9	0	5
O=C(O)c1ccc(Cl)c(NCc2cccnc2)c1	2	1	5.2	-1	-3	0	8	-4	-7
COc1ccc(CC(=O)Nc2ccc(C(=O)NCC(C)C)cc2)cc1	-3	3	1.1	1	-1	0	3	12	-4
COCCCN1C(=O)C(=O)/C(=C(/O)c2ccccc2)C1c1ccc(N(C)C)cc1 (stereo not given)	-1	-2	1.5	2	-3	-2	-18	-42	0
O=C(NCC(=O)N1CCCCC1)c1ccc2ccccc2c1	12	3	-1.0	1	0	-4	8	3	-2
CCC[C@@H](CN1CCC[C@H]1CN1C(N)=NC[C@H]1CC(C)C)N1C[C@@H](Cc2ccccc2)N(CCCC2CCCC2)C1=N	1	x	x	x	x	x	6	4	2
Brc1ccc(OCc2nnc(SCC3CCCCC3)o2)cc1	0	-2	-0.1	0	6	1	8	-2	1

Arranged by value in core dimer inh (low to high): some entries from above.
| compound | AHR act | core dimer inh | PP5 primary | TPT1 inhibitor | procasp3 activ | PAFAH2 FP inh |
| --- | --- | --- | --- | --- | --- | --- |
| Brc1ccc(OCc2nnc(SCC3CCCCC3)o2)cc1 | 0 | -2 | -0.1 | 0 | 8 | 1 |
| Clc1nn2cnnc2c2ccccc12 | -2 | 1 | 1.9 | 2 | 9 | 5 |
| COc1ccc(-c2coc3cc4oc(=O)cc(C)c4cc23)cc1F | 7 | 2 | 3.1 | 0 | -7 | 1 |
| COc1ccc(CC(=O)Nc2ccc(C(=O)NCC(C)C)cc2)cc1 | -3 | 3 | 1.1 | 1 | 3 | -4 |
| CCOc1ccc(S(=O)(=O)N2CN3CCN(C3)C2)cc1 | 2 | 6 | 4.5 | -3 | 7 | -1 |

(listing goes on)
SMILES	AHR act	core dimer inh	PP5 primary	TPT1 inhibitor	Fh CTSL1 inh	PP1 inh	procasp3 activ	procasp7 counter	PAFAH2 FP inh
Cc1ccc(S(=O)(=O)NCCC(=O)N2CCN(c3ccccc3)CC2)cc1C	2	x	x	x	x	x	5	3	-1
CCCCn1c(N)c(N(CCC(C)C)C(=O)c2cc(Cl)nc3ccccc23)c(=O)[nH]c1=O	3	x	4.0	x	x	-1	0	-12	5
COc1ccccc1CNC(=O)c1oc2ccccc2c1C	41	-2	1.3	-1	0	1	9	-3	-1
CSc1ccccc1NC(=O)C1CCCN(S(C)(=O)=O)C1 (stereo not given)	1	9	-0.1	-2	-1	-2	-5	2	-1
O=[N+]([O-])c1cccc(-c2ccc(C(=S)N3CCN(c4ccccc4)CC3)o2)c1	5	8	-2.3	1	4	5	-7	-12	x
COc1ccc(CCNC(=O)Cn2nc(C)n3nc(-c4ccccc4)cc3c2=O)cc1OC	1	-2	-2.2	1	2	-2	5	5	-1
CNC(=O)c1c(NC(=O)CCS(=O)(=O)c2ccc(F)cc2)sc(C)c1C	0	-9	1.1	-5	-16	0	12	7	5
O=C(O)CCn1nnc(-c2cccs2)n1	1	-6	2.1	0	-1	4	6	-3	-4
C/C(=N\NC(=O)COc1cccc(Br)c1)c1ccc2c(c1)OCCO2	6	x	0.9	x	x	2	7	-9	6
O=C(O)C1Cc2ccccc2CN1C(=O)COc1ccc(Cl)cc1Cl (stereo not given)	0	2	1.3	-2	-4	-2	-2	-1	-5
CS(=O)(=O)NCc1nnc(SCc2ccc(C(F)(F)F)cc2)o1	-2	2	0.6	-1	2	1	8	-2	-4
CCC1Oc2ccc(C)cc2N(CC(=O)N(Cc2ccc(C)o2)C2CC(C)(C)NC(C)(C)C2)C1=O (stereo not given)	4	-1	0.4	2	0	0	-5	12	-6
CC(C)Cn1c(-c2ccc(Br)o2)n[nH]c1=S	2	-3	1.2	-1	0	-4	-20	-44	1
CCN(CC)C(=O)CSc1nc(COc2ccccc2)nc2ccccc12	-3	12	-0.1	0	3	2	0	-1	0
Fc1ccc(-n2cc(CNCCc3cccnc3)c(-c3ccccc3Cl)n2)cc1	2	-4	1.9	-1	-2	1	7	-6	-3
COc1ccc(C(=O)N2CCCC2)cc1	-1	1	-0.2	0	-4	-1	2	5	0
CCOC(=O)c1sc(-c2ccccc2)nc1C	-3	-3	3.2	-5	1	0	7	3	-3
CC(C)(C)c1ccc(OCc2ccc(C(=O)N/N=C3\CC4CC=CC34)cc2)cc1 (stereo not given)	7	10	2.8	-2	3	-1	8	-4	4
COc1ccc(CCCC(=O)NCc2ccccc2)cc1C	6	0	2.3	1	-1	2	5	1	2
Cc1ccc2c(c1)N(CC(=O)NC1CCC(C)CC1)C(=O)CO2 (stereo not given)	0	0	-1.3	0	-2	-6	-1	11	2
N#CCC(=O)Nc1ccc(C(=O)NNC(=O)c2ccccc2-n2cccc2)cc1	3	x	0.2	x	x	2	1	-7	0
CCN(CC)C(=O)Cn1cc(C(=O)C(=O)NCCCN2CCCCC2)c2ccccc21	-1	-3	1.5	-1	-2	-3	-4	10	13
Cc1c(CCOC(=O)CC23CC4CC(CC(C)(C4)C2)C3)sc[n+]1Cc1ccc([N+](=O)[O-])cc1	-3	-12	1.3	-1	2	11	-6	0	-2&-1
O=C(NCCCNCCCNC(=O)c1ccccn1)c1ccccn1	-3	4	-8.8	3	7	7	-1	1	-4
Cc1ccsc1C(=O)OCC(=O)N1CC(C)CC(C)C1 (stereo not given)	-1	x	x	x	x	x	10	5	-6
Cc1ccc(SCCSc2nc(C)cc(=O)[nH]2)cc1	1	3	1.0	-4	-1	0	5	6	5
O=C(Nc1ccccc1N1CCOCC1)c1ccc(F)c(S(=O)(=O)N2CCOCC2)c1	2	x	0.6	x	x	-2	-4	7	-1
Cc1c(C(=O)NCC(c2ccco2)N2CCCC2)sc2ccccc12 (stereo not given)	26	x	x	x	x	x	4	8	-5
CCN1CCN(C(=O)/C=C/c2cccc(Cl)c2)CC1	7	-9	3.1	-1	4	-1	11	1	2
CN(C(=O)CN1C(=O)c2cc(Cl)c(Cl)cc2C1=O)C1CCS(=O)(=O)C1 (stereo not given)	-1	-1	-0.8	-1	-2	-6	4	-1	4
O=S(=O)(Nc1ccc2c(c1)OCCO2)c1ccc(F)c(F)c1	1	-3	2.3	-1	-2	-4	2	3	2
Cc1ccc(CNS(=O)(=O)c2cc3c4c(c2)CCN4C(=O)CC3)cc1	1	1	-1.7	4	6	1	4	5	1
CC1(C(=O)O)CCC(C(=O)Nc2cccc(F)c2)C1(C)C (stereo not given)	1	7	0.6	0	1	0	-6	8	1
CC1CCCN(S(=O)(=O)c2cc(Cl)ccc2Cl)C1 (stereo not given)	-1	2	0.1	0	1	1	-2	10	8
COc1ccc(COC(=O)c2cccc(S(=O)(=O)N3CCN(C(C)=O)CC3)c2)cc1F	0	-4	0.2	-3	0	-1	-5	14	6
O=C(Nc1cccc(S(=O)(=O)N2CCOCC2)c1)c1ccco1	2	-1	0.0	0	-1	0	3	17	4
COc1ccc(CNC(=O)C2CCC(CNc3nc(=S)[nH]c4ccccc34)CC2)cc1 (stereo not given)	0	9	-1.7	-3	-13	-1	-3	0	x
COc1ccc(NC(=O)CCNC(=O)N2CC(=O)Nc3ccccc32)c(OC)c1	1	-2	-0.8	-1	2	1	-2	0	4
C=CCOc1c(Br)cc(CNn2nnnc2N)cc1OCC	21	-6	2.9	-2	-5	-3	9	6	4
CNC(=S)Nc1ccc([N+](=O)[O-])c(C)c1	1	-3	-1.1	-1	-2	-4	10	-5	4
C/C(=N/NC(=O)c1ccc(Br)o1)c1cccc(NC(=O)c2ccc(F)cc2)c1	4	4	5.0	-3	4	6	-4	-12	2
CCN(CC)C(=O)CSc1nnc(-c2ccncc2)n1N	2	-10	2.3	-2	-1	0	8	4	-5
CC(C)(C)c1ccc(OCCC(=O)OCC(=O)Nc2ccc(N3CCOCC3)cc2)cc1	5	0	2.7	1	-5	-4	-6	-6	0
O=C(C1CCCN(S(=O)(=O)Cc2ccccc2)C1)N1CCc2ccccc21 (stereo not given)	13	5	1.5	-1	3	-1	7	2	-9
CCn1c(SCC(=O)Nc2ccc(-c3nc4ccc(C)cc4s3)cc2)nnc1-c1ccccc1	3	-11	-0.7	-3	2	3	6	-6	x

Among those listed so far, nine have a Cl atom:
SMILES	AHR act	core dimer inh	PP5 primary	TPT1 inhibitor	Fh CTSL1 inh	PP1 inh	procasp3 activ	procasp7 counter	PAFAH2 FP inh
CC(=O)Nc1cccc(NC(=O)C2CCCN2C(=O)Nc2ccc(Cl)cc2)c1 (stereo not given)	-1	4	-1.1	2	-2	-2	3	20	1
Clc1nn2cnnc2c2ccccc12	-2	1	1.9	2	-6	-4	9	0	5
O=C(O)c1ccc(Cl)c(NCc2cccnc2)c1	2	1	5.2	-1	-3	0	8	-4	-7
CCCCn1c(N)c(N(CCC(C)C)C(=O)c2cc(Cl)nc3ccccc23)c(=O)[nH]c1=O	3	x	4.0	x	x	-1	0	-12	5
O=C(O)C1Cc2ccccc2CN1C(=O)COc1ccc(Cl)cc1Cl (stereo not given)	0	2	1.3	-2	-4	-2	-2	-1	-5
Fc1ccc(-n2cc(CNCCc3cccnc3)c(-c3ccccc3Cl)n2)cc1	2	-4	1.9	-1	-2	1	7	-6	-3
CCN1CCN(C(=O)/C=C/c2cccc(Cl)c2)CC1	7	-9	3.1	-1	4	-1	11	1	2
CN(C(=O)CN1C(=O)c2cc(Cl)c(Cl)cc2C1=O)C1CCS(=O)(=O)C1 (stereo not given)	-1	-1	-0.8	-1	-2	-6	4	-1	4
CC1CCCN(S(=O)(=O)c2cc(Cl)ccc2Cl)C1 (stereo not given)	-1	2	0.1	0	1	1	-2	10	8
